# Bioassay records (PubChem)
# PvdQ inh: P. aeruginosa PvdQ acylase inhibitors, primary screen, biochemical, fluorescence, plate reader and imaging, single point | AID 488965, 2010 | hit rate 0.063% among 340,000 | purified PvdQ acylase | inhibition, % at 10 µM; in the data active = inhibition above about 30%, passing the limit was not always enough;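 note: 0% = vehicle neutral wells and 100% = reference inhibitor wells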
# SR-BI DiI inh: inhibitors of SR-BI mediated HDL lipid uptake, primary screen, ldlA[mSR-BI] cells, fluorescence, single point; ldlA[mSR-BI] CHO cells, DiI-HDL uptake fluorescence, 3 h; inhibition, % at 12.5 µM; hit rate 0.96% among 320,000; AID 488896, 2010;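 active = mean replicate inhibition of at least 70% and a set share of replicates each scoring 70 or more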;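 note: 0% = median of neutral control wells and 100% = median of positive control wells; values of inactives mirror those of a sister screen read the other way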
# DAGLB inh: DAGLB lipase inhibitors, primary screen, biochemical, fluorescence, HTS; Diacylglycerol lipase-beta (Homo sapiens), Q8NCG7; HEK293T DAGLB membrane lysate, EnzChek fluorogenic substrate; hit rate 0.059% among 340,000; AID 504411, 2011; inhibition, % at 5.17 µM; in the data active = inhibition above about 34%;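 note: 0% = enzyme with vehicle and 100% = wells lacking enzyme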
# SR-BI DiI-HDL act: activators of SR-BI mediated DiI-HDL uptake, primary screen, ldlA[mSR-BI] CHO cells, DiI fluorescence. activation, % at 12.5 µM. 3 h; 100 = double the neutral-control signal. AID 504775, 2011. hit rate 0.096% among 320,000;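 active = mean replicate activation of at least 60% and every replicate at or above 60%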;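 note: 0% = median plate neutral-control signal and 100% = twice that signal; values of inactives mirror those of a sister screen read the other way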
#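 Assay system: LDL receptor-deficient CHO ldlA cells overexpressing murine SR-BI / Medium: BSA-supplemented, HEPES-buffered Ham's F12, pH 7.4 / Probe or stimulus: DiI-labelled HDL at 10 µg/mL final / Timing: compound with DiI-HDL co-incubation, 3 h at 37 °C / Technique: bottom-read cell fluorescence after medium removal, ex 550/em 595 nm / Measure: HDL uptake via cellular fluorescence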
# PKA-R2B act: activators of PKA-R2B holoenzyme, primary screen, biochemical, fluorescence polarization, Cy5-IP20, human | PKA-R2B holoenzyme dissociation; R2B truncated from residue 108, S112A mutant; 0% DMSO only, 100% 113 µM cGMP | activation, % at 11.4 µM | hit rate 0.079% among 340,000;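 active = activation above a cutoff set at the mean over all compounds plus 3 SD, cut at about 18% in these data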;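 note: higher means more holoenzyme dissociation and a rise in polarization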
# NSD2 HMT inh: NSD2 histone methyltransferase inhibitors, primary screen, biochemical, AlphaScreen, single concentration, set 2; Histone-lysine N-methyltransferase NSD2 (Homo sapiens), O96028; NSD2 peptide methylation, 120 min; inhibition, % at 12.5 µM; hit rate 0.54% among 310,000; AID 743445, 2014; in the data active = inhibition above about 50%
# Target sequence (O96028 whole entry, looked up): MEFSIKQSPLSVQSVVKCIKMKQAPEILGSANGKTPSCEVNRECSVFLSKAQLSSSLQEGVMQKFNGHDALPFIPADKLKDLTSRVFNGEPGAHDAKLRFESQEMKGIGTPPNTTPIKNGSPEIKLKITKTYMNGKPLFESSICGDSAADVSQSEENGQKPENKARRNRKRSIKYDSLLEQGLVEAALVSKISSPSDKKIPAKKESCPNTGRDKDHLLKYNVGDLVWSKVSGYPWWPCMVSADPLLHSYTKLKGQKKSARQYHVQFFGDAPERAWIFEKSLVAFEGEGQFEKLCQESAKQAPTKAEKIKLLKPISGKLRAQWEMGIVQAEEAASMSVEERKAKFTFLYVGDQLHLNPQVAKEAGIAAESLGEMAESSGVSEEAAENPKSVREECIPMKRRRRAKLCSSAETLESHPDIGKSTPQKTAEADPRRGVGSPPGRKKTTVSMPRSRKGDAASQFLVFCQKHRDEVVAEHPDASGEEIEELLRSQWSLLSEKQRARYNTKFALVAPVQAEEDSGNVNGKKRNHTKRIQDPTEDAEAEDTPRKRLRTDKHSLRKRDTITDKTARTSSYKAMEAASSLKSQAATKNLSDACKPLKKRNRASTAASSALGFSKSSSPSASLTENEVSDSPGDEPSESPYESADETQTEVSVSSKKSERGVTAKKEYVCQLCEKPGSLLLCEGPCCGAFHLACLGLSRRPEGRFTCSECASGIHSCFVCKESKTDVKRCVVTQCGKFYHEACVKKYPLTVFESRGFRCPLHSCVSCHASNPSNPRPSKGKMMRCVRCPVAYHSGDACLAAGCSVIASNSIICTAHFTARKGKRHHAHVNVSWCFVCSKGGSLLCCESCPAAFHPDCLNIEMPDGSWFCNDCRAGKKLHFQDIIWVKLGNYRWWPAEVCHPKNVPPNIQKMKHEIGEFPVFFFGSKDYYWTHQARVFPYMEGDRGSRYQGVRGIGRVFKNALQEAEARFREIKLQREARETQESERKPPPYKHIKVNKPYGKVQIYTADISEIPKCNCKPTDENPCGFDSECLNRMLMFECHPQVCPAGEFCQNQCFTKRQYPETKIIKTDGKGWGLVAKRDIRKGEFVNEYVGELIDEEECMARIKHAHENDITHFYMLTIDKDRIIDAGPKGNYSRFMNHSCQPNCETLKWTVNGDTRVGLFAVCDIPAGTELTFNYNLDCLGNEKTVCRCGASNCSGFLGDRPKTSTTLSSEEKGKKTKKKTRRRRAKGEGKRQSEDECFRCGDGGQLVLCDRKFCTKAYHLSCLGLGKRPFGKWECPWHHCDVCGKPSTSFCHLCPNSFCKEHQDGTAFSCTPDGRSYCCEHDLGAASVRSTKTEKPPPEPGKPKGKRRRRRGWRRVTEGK
# RTF Ca sens inh: cardiac RTF calcium sensitivity inhibitors, primary screen, biochemical, IANBD-TnC fluorescence, EC70 calcium. Troponin I, cardiac muscle (Homo sapiens) + Troponin T, cardiac muscle (Homo sapiens) + …. IANBD-labeled cardiac RTF, Ca2+ fluorescence. inhibition, % at 7.15 µM. hit rate 0.12% among 340,000. AID 493244, 2011;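 active = inhibition above the mean inhibition of all tested compounds plus 3 SD, cut at about 17% in these data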;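 note: assay run at fixed EC70 calcium of 1.6 mM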
# LANA DNA inh: inhibitors of KSHV C-LANA binding to DNA, primary screen, biochemical, fluorescence polarization, FAM-LBS DNA, MBP-C-LANA, single point. Kaposi's sarcoma herpesvirus LANA C-terminal domain (residues 932-1162) DNA binding. inhibition, % at 9 µM. hit rate 0.078% among 340,000. AID 504423, 2011;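 active = highest replicate inhibition at or above 60% at 9 µM, even if other replicates fall short; inactive = all replicates below 60% inhibition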;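 note: 0% = neutral control wells and 100% = 4 µM acridine orange control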
# Keap1-Nrf2 PPI: Keap1-Nrf2 protein-protein interaction inhibitors, primary screen, biochemical, fluorescence polarization, single point | Keap1 Kelch-Nrf2 peptide fluorescence polarization, 1536-well | inhibition, % at 9.4 µM | hit rate 0.15% among 340,000 | Kelch-like ECH-associated protein 1 (Homo sapiens), Q14145; in the data active = inhibition above about 12%;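 note: human Keap1 Kelch domain with fluorescein labeled Nrf2 9mer peptide probe; 0% = neutral control wells and 100% = peptide positive control; higher means more block of Keap1 binding to Nrf2 peptide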
# Arrestin-AP2 inh: inhibitors of beta-arrestin/AP2 binding, primary screen, biochemical, GPCR trafficking, flow cytometry | beta-arrestin 1 C-terminal peptide binding to AP2 beta2-adaptin appendage (human) | hit rate 0.31% among 340,000 | FITC-arrestin peptide / GST-AP2 beads; AP2 beta2 appendage carries R879A mutation | inhibition, % at 10 µM;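 active = inhibition above a set limit, near 3 SD of compounds lacking own fluorescence, cut at about 54% in these data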;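 note: plate controls were DMSO wells for no effect and 5 µM unlabelled arrestin peptide for full effect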
#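 System: GST-tagged AP2 beta2-adaptin appendage (R879A) on 4 µm glutathione beads / Reagent: FITC-arrestin peptide, 50 nM / Detection: HyperCyt-sampled flow cytometry, FL1 channel, ex 488/em 535 nm / Timing: 12 min plus 1 h, RT / Buffer or medium: PBS plus Tween 20 (0.05%) and BSA (0.1%)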
# * hit, by the source's call; nt = not tested or not shown; & = joins results of further samples.
SMILES,PvdQ inh,SR-BI DiI inh,DAGLB inh,SR-BI DiI-HDL act,PKA-R2B act,NSD2 HMT inh,RTF Ca sens inh,LANA DNA inh,Keap1-Nrf2 PPI,Arrestin-AP2 inh
COC(=O)NNC(=S)NCc1ccccc1,-5,-11,-2,11,-1,-2,-7,-0.4,2,-10
CCN1C(=O)[C@@H]2[C@H](C1=O)[C@@H]1C(=O)Nc3ccccc3C(=O)N1[C@@H]2c1cccc(OC)c1,-13,-32,1,32,5,nt,-4,0.4,0,-4
COc1ccc(CCC(=O)Nc2cnc3ccccc3c2)cc1,-20,-1,-4,1,-5,-1,-2,0.1,-4,0
COCCn1c(SCC(=O)OCc2ccccc2)nc2c1c(=O)[nH]c(=O)n2C,-5,-19,0,19,-3,nt,-1,-1.2,-1,6
O=C(CN1C(=O)C2(OCCO2)c2ccccc21)c1ccc(F)cc1,8,1,2,-1,-4,0,0,-0.6,-6,3
Cn1c(=O)c2c(nc(NCCCO)n2CCc2ccccc2)n(C)c1=O,-18,-2,0,2,-7,nt,-9,-1.8,4,-2
Cn1c(SCC(=O)Nc2ccc3c(c2)OCCO3)nnc1C(F)(F)F,-7,8,-1,-8,2,-9,-3,1.0,-6,1
Cc1nn(Cc2ccc(Cl)cc2Cl)c(C)c1NC(=O)c1nc2n(n1)C(C(F)F)CC(C)N2 (configuration not stated),3,17,0,-17,-2,1,-3,-1.2,-3,28
CCC(=O)c1ccc(N2CCN(C(=O)c3ccccc3F)CC2)c(F)c1,-3,5,-2,-5,-3,0,-8,-1.4,-1,7
CC(Oc1ccccc1Cl)C(=O)N1CCOCC1 (configuration not stated),-11,-15,-3,15,3,18,-2,0.5,2,7
CCC(C(=O)Nc1ccc(C)cc1)c1ccccc1 (configuration not stated),1,-11,-1,11,0,-3,0,1.7,-6,2
CCCC(c1nnnn1CC1CCCO1)N1CCN(c2ccccc2)CC1 (configuration not stated),-17,-14,0,14,-3,-1,3,0.2,3,13
CCN(CC)CC(=O)Nc1cccc2c1C(=O)c1ccccc1C2=O,-6,51,1,-51,4,15,-5,0.3,-7,-2
OCCN(CCO)c1ncnc2c1oc1ccc(Br)cc12,9,-8,3,8,-1,0,-4,-3.1,1,28
O=C(N/N=C/c1ccccn1)c1ccc(NC(=O)c2ccccc2Cl)cc1,-5,nt,1,nt,-5,0,2,0.4,0,-1
Cc1ccc(N(Cc2ccc(C(=O)NC3CCCCC3)cc2)S(C)(=O)=O)cc1C,10,-14,-2,14,7,0,0,-0.2,-2,-5
CC(=O)Nc1cc(C)c(S(C)(=O)=O)c(C)c1,7,-19,-2,19,-3,-5,-9,-0.1,5,-1
COc1ccc(CCNc2oc(-c3ccc(C)cc3)nc2C#N)cc1OC,14,19,0,-19,8,nt,0,1.2,-5,-3
CC1CCC(NC(=O)CN(C)S(=O)(=O)c2cnc[nH]2)CC1 (configuration not stated),-4,-17,2,17,-4,-4,-2,0.7,3,7
O=C1NCC(O)=C1C=NCCO,6,7,0,-7,-1,nt,-6,-5.1,0,3
COc1ccc(N(Cc2ccccc2)S(=O)(=O)c2cccc(C(=O)Nc3ncccc3C)c2)cc1,-9,10,2,-10,-12,0,-9,9.1,22*,-13
COc1ccc(S(=O)(=O)c2cnc3ccc(OC)cc3c2N2CCC3(CC2)OCCO3)cc1,-6,-31,-3,31,3,3,-5,-0.7,2,10
O=C(N/N=C/c1ccc2c(c1)OCO2)c1ccc(Br)o1,-13,23,-4,-23,-14,0,-17,0.8,-6,-5
CC1CC(C)CN(S(=O)(=O)c2ccc(NC(=O)C3COc4ccccc4O3)cc2)C1 (configuration not stated),-9,6,-6,-6,-5,nt,-4,-1.8,-10,-1
O=C(COC(=O)C12CC3CC(CC(O)(C3)C1)C2)N1CCN(S(=O)(=O)c2ccc(Cl)cc2)CC1,-6,28,4,-28,5,1,-11,0.4,-4,-1

# The closing 4 entries of the section above come first, to join the parts.
SMILES,PvdQ inh,SR-BI DiI inh,DAGLB inh,SR-BI DiI-HDL act,PKA-R2B act,NSD2 HMT inh,RTF Ca sens inh,LANA DNA inh,Keap1-Nrf2 PPI,Arrestin-AP2 inh
COc1ccc(S(=O)(=O)c2cnc3ccc(OC)cc3c2N2CCC3(CC2)OCCO3)cc1,-6,-31,-3,31,3,3,-5,-0.7,2,10
O=C(N/N=C/c1ccc2c(c1)OCO2)c1ccc(Br)o1,-13,23,-4,-23,-14,0,-17,0.8,-6,-5
CC1CC(C)CN(S(=O)(=O)c2ccc(NC(=O)C3COc4ccccc4O3)cc2)C1 (configuration not stated),-9,6,-6,-6,-5,nt,-4,-1.8,-10,-1
O=C(COC(=O)C12CC3CC(CC(O)(C3)C1)C2)N1CCN(S(=O)(=O)c2ccc(Cl)cc2)CC1,-6,28,4,-28,5,1,-11,0.4,-4,-1
COCCCNC(=S)N1CCCN(c2nc3cc(C)ccc3cc2C#N)CC1,-15,19,-2,-19,-9,nt,-4,2.3,-6,7
CC(NC(=O)c1ccccc1)c1nnc(SCc2nc3ccccc3c(=O)[nH]2)n1C (configuration not stated),-6,3,-2,-3,-9,-5,-13,1.3,3,-11
CCS(=O)(=O)c1ccc(O)c(NC(=O)COc2ccc(Br)cc2)c1,-18,-11,3,11,-5,1,-9,0.0,-1,-4
Cc1cccc2sc(NC(=O)c3ccc(NS(=O)(=O)c4cccs4)cc3)nc12,9,56,0,-56,-7,1,-3,-1.7,3,22
COc1cc(/C=C2\C(=O)NN(c3ccccc3)C2=O)cc([N+](=O)[O-])c1O,-4,-11,6,11,6,34,-8,15,0,33
CC(/C=N/NC(=O)c1cc(-c2ccc(C)s2)[nH]n1)=C\c1ccccc1,-13,-10,-2,10,-6,4,11,-2.5,-3,2
COC(=O)c1c(NC(=O)CC2SC(N)=NC2=O)sc2c1CCCC2 (configuration not stated),-17,-10,1,10,-3,5,-1,-1.8,-5,-3
O=C(NCc1ccccc1C(F)(F)F)C1CC(c2ccccc2[N+](=O)[O-])=NO1 (configuration not stated),-10,-3,-3,3,-1,nt,-21,-1.4,0,-6
CCCCc1nnc(NC(=O)C(C)Sc2nc(C)cc(=O)[nH]2)s1 (configuration not stated),0,-26,4,26,3,2,-3,-1.4,-1,-1
NC(=O)CSc1nnc(NC(=O)c2ccc3ccccc3c2)s1,-4,-15,3,15,5,0,6,1.6,-1,5
Cn1cc(CN2CCc3sccc3C2)c(-c2ccccc2F)n1,-8,nt,-2,nt,5,nt,-5,-0.4,3,-7
CC(C)Cc1nc2oc3c(NCc4cccnc4)ncnc3c2c2c1CCC2,-3,58,-1,-58,-2,2,-5,0.1,-2,-5
COc1ccc(OC)c(S(=O)(=O)N2CCC(C(=O)N(C)Cc3ccccc3)CC2)c1,-11,22,2,-22,-8,nt,0,-5.2,2,-6
N#Cc1ccsc1NC(=O)COC(=O)c1ccc2ccccc2c1,-9,-13,-4,13,8,4,-13,2.6,-5,10
CC1CCCN(CCCNC(=O)CN2C(=O)COc3ccccc32)C1 (configuration not stated),5,-12,-1,12,2,1,-4,1.4,-2,43
O=C(CN1CCOCC1)n1c2c(c3ccccc31)CCCC2,-14,1,-3,-1,-5,3,-7,-0.6,-6,17
COc1ccc(NC(=O)CC2CC3CCC2C3)cn1 (configuration not stated),2,-9,0,9,-7,-4,1,2.3,1,8
Cc1ccc([N+](=O)[O-])cc1-c1[nH]c(-c2ccc(O)c(O)c2)nc1-c1ccccc1,-2,23,11,-23,-16,5,6,0.5,-1,28
Cc1cc(C)cc(NC(=O)c2ccc(NC(=O)c3ccco3)cc2)c1,1,68,-1,-68,2,-2,2,0.1,1,2
CC(C)CNS(=O)(=O)c1ccc(C(=O)Nc2ccc3c(c2)OCO3)cc1,-6,nt,-1,nt,5,-3,-24,-1.3,4,20
CC(C)(C)NC[C@H](O)COc1nsnc1N1CCOCC1,6&-6&-21,-6&-14&2,3&2&2,6&20&-2,-2&1&7,nt,1&-3&1,-0.4&-0.7&4.5,1&-3&-10,-1&4&4
O=c1[nH]cnc2c1nc(NCc1ccccc1)n2C1O[C@@H](CO)[C@H](O)[C@@H]1O (some centres not stated),-12,-17,0,17,0,0,-4,1.2,6,-3

# Structures listed so far printed as active in Keap1-Nrf2 PPI.
SMILES,PvdQ inh,SR-BI DiI inh,DAGLB inh,SR-BI DiI-HDL act,PKA-R2B act,NSD2 HMT inh,RTF Ca sens inh,LANA DNA inh,Keap1-Nrf2 PPI,Arrestin-AP2 inh
COc1ccc(N(Cc2ccccc2)S(=O)(=O)c2cccc(C(=O)Nc3ncccc3C)c2)cc1,-9,10,2,-10,-12,0,-9,9.1,22*,-13

# Complete entries, looked up by structure. Values in the order: PvdQ inh	SR-BI DiI inh	DAGLB inh	SR-BI DiI-HDL act	PKA-R2B act	NSD2 HMT inh	RTF Ca sens inh	LANA DNA inh	Keap1-Nrf2 PPI	Arrestin-AP2 inh
# Results for `O=C(NCc1ccccc1C(F)(F)F)C1CC(c2ccccc2[N+](=O)[O-])=NO1` (configuration not stated) = -10	-3	-3	3	-1	nt	-21	-1.4	0	-6
# Results for `COc1ccc(NC(=O)CC2CC3CCC2C3)cn1` (configuration not stated) = 2	-9	0	9	-7	-4	1	2.3	1	8
